TDP1 block – blocks human tyrosyl-DNA phosphodiesterase 1; AID 485290; recombinant TDP1, AlphaScreen DNA substrate cleavage; hit rate 0.28% among 350,000; Potency, µM (highest dose often 130 µM), without a hit: at the top dose activity change, negative = inhibition, usual class: inhibitors; Q9NUW8; also: nearly all actives have a fitted effect of over 40% in size
Target sequence (Q9NUW8 whole entry, looked up): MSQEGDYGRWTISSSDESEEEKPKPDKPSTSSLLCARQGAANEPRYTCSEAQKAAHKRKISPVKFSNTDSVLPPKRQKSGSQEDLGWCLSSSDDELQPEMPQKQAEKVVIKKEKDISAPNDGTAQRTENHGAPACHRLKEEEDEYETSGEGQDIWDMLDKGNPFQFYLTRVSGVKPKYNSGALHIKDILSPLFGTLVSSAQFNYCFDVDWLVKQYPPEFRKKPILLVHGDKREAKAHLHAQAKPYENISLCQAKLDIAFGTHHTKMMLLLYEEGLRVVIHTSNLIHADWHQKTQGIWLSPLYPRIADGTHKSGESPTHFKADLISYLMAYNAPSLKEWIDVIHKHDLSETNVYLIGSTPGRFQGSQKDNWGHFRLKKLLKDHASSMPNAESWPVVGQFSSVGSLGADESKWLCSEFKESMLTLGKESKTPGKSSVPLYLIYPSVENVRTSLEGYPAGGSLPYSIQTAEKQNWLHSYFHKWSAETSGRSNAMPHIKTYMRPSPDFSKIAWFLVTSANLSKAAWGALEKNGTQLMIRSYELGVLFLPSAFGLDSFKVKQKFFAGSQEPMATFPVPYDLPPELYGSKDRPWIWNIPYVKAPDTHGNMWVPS
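Recombinant human Tdp1 (E. coli-expressed, 1 nM final) preincubated with compounds 15 min at room temperature, then 5'-biotin/3'-phosphotyrosine-FITC DNA substrate (15 nM final) added for 5 min. AlphaScreen beads (10 ug/ml final) added 10 min; cleavage lowers signal.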
FEN1 inhibitor – blocks human flap endonuclease 1; hit rate 0.35% among 390,000; Potency, µM (doses to about 114 µM), inactives show at the top dose activity change, negative = inhibition, actives largely listed as inhibitors; Recombinant FEN1 flap cleavage, fluorescence, 15 min; also: nearly all actives have a fitted effect of over 65% in size
Target sequence (P39748 whole entry, looked up): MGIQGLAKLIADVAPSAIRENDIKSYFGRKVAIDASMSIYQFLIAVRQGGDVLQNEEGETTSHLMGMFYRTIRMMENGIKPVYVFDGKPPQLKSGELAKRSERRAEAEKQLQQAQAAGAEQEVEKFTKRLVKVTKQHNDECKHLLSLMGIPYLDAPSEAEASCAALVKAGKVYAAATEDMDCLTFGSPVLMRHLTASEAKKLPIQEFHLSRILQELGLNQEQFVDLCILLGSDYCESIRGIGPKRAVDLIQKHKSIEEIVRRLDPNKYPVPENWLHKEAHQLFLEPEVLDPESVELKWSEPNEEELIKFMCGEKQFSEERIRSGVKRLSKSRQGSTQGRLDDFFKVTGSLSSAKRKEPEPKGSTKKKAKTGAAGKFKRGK
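Concentration–response screening of FEN1 (10 nM): 15 min compound preincubation at room temperature, reaction started with 50 nM substrate and read at 0 and 15 min. Corrected, normalized data were fitted by a four-parameter Hill equation.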
N370S GC – inhibits or activates N370S mutant glucocerebrosidase; P04062; N370S GC spleen homogenate, 4MU-glucoside fluorescence; Potency, µM (top dose mostly 59.4 µM), for the others: at the top dose activity change, negative = inhibition, most hits filed as inhibitors; hit rate 0.092% among 330,000; AID 2101;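 also: 0% = full enzyme activity and -100% = no enzyme basal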
* = called active by the depositor; ? = inconclusive; . = no result given; & = joins results of further samples; [ ] = remark or other dose. Calls follow the shape of the dose curve; as a rule, active = well fitted curve in the direction sought with a large enough effect; inconclusive = small, poorly fitted or top-dose-only effect, or another doubt; inactive = no such curve, though single readings can be large; an effect the other way counts as inactive or inconclusive. Unless noted, % is scaled to controls: 0 for no effect and ±100 for the full control effect; potency is read from the fitted curve at half-maximal effect.

1	Cc1c2cn[nH]c(=O)c2c(C)n1-c1ccccc1
2	CC1=C(C(=O)Nc2ccccc2C(F)(F)F)C(c2ccc(C)s2)NC(=S)N1 (stereo not given)
3	COc1ccc2cc(CN(CCCN3CCOCC3)Cc3nnnn3C3CCCCC3)c(=O)[nH]c2c1
4	CC1=C(C(=O)Nc2ccccc2)C(c2ccc[nH]2)n2ncnc2N1 (stereo not given)
5	CCOC(=O)C1=C2SCC(=O)N2C(N)=C(C#N)C1
6	Cn1c(SCC(=O)Nc2nc3ccccc3s2)nnc1-c1ccccc1
Screen / compound no.	1	2	3	4	5	6
TDP1 block	.	3%	1%	.	2%	1%
FEN1 inhibitor	16%	9%	-6%	?	-14%	0%
N370S GC	1%	?	2%[2.35 µM]	-15%	6%	4%

7	O=C(NCC(=O)N(CCc1ccccc1)C(C(=O)NC1CCCC1)c1cccnc1)c1ccco1 (stereo not given)
8	COc1ccc(S(=O)(=O)NNC(=O)Cc2csc(C)n2)cc1[N+](=O)[O-]
9	O=C(Cc1c(O)c2ccccc2oc1=O)c1ccc(C(F)(F)F)cc1
10	O=C(NCc1ccco1)c1cc(C(=O)C2CC2)c[nH]1
11	O=C(CN1CCN(c2ccccn2)CC1)Nc1ccc(F)cc1
12	COC(=O)C(Cc1ccccc1)NS(=O)(=O)c1ccccc1Br (stereo not given)
Screen / compound no.	7	8	9	10	11	12
TDP1 block	3%	-6%[0.505 µM]	.	7%	-9%	3%
FEN1 inhibitor	3%	-2%	0%	5%	5%	9%&12%
N370S GC	-1%	-4%	0%	4%	6%	-6%&-7%

13	CCn1c(Cc2ccccc2)nnc1SCC(=O)NC1CCCC1
14	COc1cccc(CC2(CO)CCN(C(=O)NCCc3ccccc3)CC2)c1
15	CC(CCc1ccccc1)NC(=O)CN1CCN(c2ccccc2)CC1 (stereo not given)
16	CCOC(=O)C1CCN(C(=O)CN2C(=O)NC(C)(c3ccc4cc(OC)ccc4c3)C2=O)CC1 (stereo not given)
17	Cc1cc(C)c(C(=O)Cn2cnc3cc([N+](=O)[O-])ccc3c2=O)cc1C
18	COc1ccc(/C=C2/C(=O)ON=C2c2ccccc2)cc1OC
Screen / compound no.	13	14	15	16	17	18
TDP1 block	-1%	-7%	2%	0%	4%	-5%
FEN1 inhibitor	17%	16%	-12%	0%	0%	-8%
N370S GC	-9%	-1%	15%	.	8%	14%

Arranged by value in N370S GC (smallest number first): 3 of the compounds above.
no. | compound | N370S GC
4 | CC1=C(C(=O)Nc2ccccc2)C(c2ccc[nH]2)n2ncnc2N1 (stereo not given) | -15%
14 | COc1cccc(CC2(CO)CCN(C(=O)NCCc3ccccc3)CC2)c1 | -1%
6 | Cn1c(SCC(=O)Nc2nc3ccccc3s2)nnc1-c1ccccc1 | 4%

More results follow:
19	O=C(Nc1cc(-c2nc3ccccc3o2)ccc1Cl)c1ccc(N2CCCCC2)c([N+](=O)[O-])c1
20	CSCC[C@H](NC(=O)N1CCn2c1nc1ccccc12)C(=O)NCc1ccccc1
21	O=C(c1ccc2c(c1)OCO2)N1CCN(c2ccc(F)cc2)CC1
22	Cc1nn(Cc2ccccc2)c(C)c1NC(=O)CCCn1nc([N+](=O)[O-])cc1C
23	Cc1ccc2onc(CC(=O)Nc3cc(F)ccc3F)c2c1
24	COc1ccc(C(=O)N2CCN(CCc3ccccc3)CC2)cc1[N+](=O)[O-]
Screen / compound no.	19	20	21	22	23	24
TDP1 block	-6%	4%	3%	5%	1%	1%
FEN1 inhibitor	-11%	-15%	-7%	15%	-1%	-3%
N370S GC	.	-19%	14%	9%	.	-16%

25	Cc1cc(C)c(C#N)c(SCCN2CCOCC2)n1
26	CC(=O)N1CCc2cc(Br)cc(S(=O)(=O)N3CCC(C(=O)Nc4ccc(C(C)C)cc4)CC3)c21
27	Cc1ccc2nc(-c3ccc(F)cc3)c(NC(C)(C)CC(C)(C)C)n2c1
28	Cc1ccc(C(=O)c2cc([N+](=O)[O-])ccc2N2CCOCC2)cc1
29	COC(=O)c1cccc(C#CC(NP(=O)(c2ccccc2)c2ccccc2)c2ccccc2)c1 (stereo not given)
30	Cc1cc(C)c(C)c(OCCCN(C)C)c1
Screen / compound no.	25	26	27	28	29	30
TDP1 block	7%	4%	3%	5%	12%&-6%	-1%
FEN1 inhibitor	-3%	89µM*	0%	-14%	4%	-12%
N370S GC	2%	.	.	-2%	?	3%

31	c1ccc2c(c1)nc1n2CC2CON(C3CCCCC3)C12 (stereo not given)
32	CCOC(=O)N1CCN(C(=O)CCN2C(=O)COc3ccccc32)CC1
33	CCOC(=O)C1(CCCc2ccccc2)CCN(C2CCN(C(C)=O)CC2)CC1
34	Cc1cccc(C(=O)NCC(=O)NC(C)CCc2ccccc2)c1 (stereo not given)
35	Cc1ccc(S(=O)(=O)c2c(C)cc(C)nc2N2CCOCC2)cc1
36	O=C1N=C2SCCN2/C1=C\c1ccc(Cl)cc1
Screen / compound no.	31	32	33	34	35	36
TDP1 block	5%	8%	5%	3%	6%	2%
FEN1 inhibitor	15%	-2%	-1%	-6%	7%	-1%
N370S GC	-8%	-4%	?	-4%	-12%	7%

37	COC(=O)c1c(NC(=O)CN2CCN(c3cccc(Cl)c3)CC2)sc(C)c1C
38	O=C(OC1CCOC1=O)c1ccc(CO)cc1 (stereo not given)
39	COc1ccc(S(=O)(=O)N2CCC(C(=O)NCC3CCCO3)CC2)cc1Cl (stereo not given)
40	COc1cccc(C(=O)NNc2nc(C)cc(C)n2)c1
41	CCCc1cc(-c2n[nH]c(=S)n2Cc2ccccc2)cs1
42	COC(=O)c1c(N2C(=O)[C@H]3[C@@H](C2=O)[C@]2(C(=O)Nc4c(C)cccc42)N2CCC[C@@H]32)sc(C)c1C
Screen / compound no.	37	38	39	40	41	42
TDP1 block	3%	13%	.	5%	6%	8%
FEN1 inhibitor	-1%	-11%	5%	10%	-9%	-12%
N370S GC	-15%	1%	0%	-2%	15%	1%

43	COc1ccc(-c2nnc3sc(-c4ccccn4)nn23)cc1
44	CC(C)Cc1ccc(CN2CCCC(NC(=O)c3ccoc3)C2)cc1 (stereo not given)
45	O=C1NCC(COCc2ccccc2)O1 (stereo not given)
46	CCN(CC)S(=O)(=O)c1ccc2oc(SCC(=O)NCc3ccccc3)nc2c1
47	CCOc1ccc(NC(=O)CSc2nc3ccccc3c(=O)n2CCCC(=O)N2CCCC2)cc1
48	Cc1ccc2c(C)c(C(=O)N(Cc3ccc(Cl)cc3)C3CCS(=O)(=O)C3)oc2c1 (stereo not given)
Screen / compound no.	43	44	45	46	47	48
TDP1 block	4%	6%	2%	8%	1%	5%
FEN1 inhibitor	.	2%	-11%	-1%	4%	1%
N370S GC	-1%	-7%	2%	-16%	2%	.

49	O=C(CCCCCNC(=O)c1ccccc1Cl)N/N=C/c1ccco1
50	Fc1ccc(-n2cc(-c3ccccc3)[n+]3c2SCC3)cc1
51	c1ccc2c3nnc4n(c-3nc2c1)CCCS4
52	COc1ccc(OCc2cc(C(=O)NCC3(C)COC3)no2)c(Cl)c1
53	COc1cc(C(=O)OCC(=O)Nc2ccc(SC(F)F)cc2)cc(OC)c1OC
54	O=C(CC1C[C@H](C(=O)N2CCCCC2)[C@@]2(CCc3ccccc3)c3[nH]c4ccccc4c3CCN2C1=O)NCCC1=CCCCC1 (stereo not given in full)
Screen / compound no.	49	50	51	52	53	54
TDP1 block	-5%	8%	0%	2%[56.1 µM]	0%	2%
FEN1 inhibitor	-6%	-18%	-12%	-3%	-5%	-12%
N370S GC	1%	5%	6%	-10%	9%	.

From entry 35 to 51, copied from above:
35	Cc1ccc(S(=O)(=O)c2c(C)cc(C)nc2N2CCOCC2)cc1
36	O=C1N=C2SCCN2/C1=C\c1ccc(Cl)cc1
37	COC(=O)c1c(NC(=O)CN2CCN(c3cccc(Cl)c3)CC2)sc(C)c1C
38	O=C(OC1CCOC1=O)c1ccc(CO)cc1 (stereo not given)
39	COc1ccc(S(=O)(=O)N2CCC(C(=O)NCC3CCCO3)CC2)cc1Cl (stereo not given)
40	COc1cccc(C(=O)NNc2nc(C)cc(C)n2)c1
41	CCCc1cc(-c2n[nH]c(=S)n2Cc2ccccc2)cs1
42	COC(=O)c1c(N2C(=O)[C@H]3[C@@H](C2=O)[C@]2(C(=O)Nc4c(C)cccc42)N2CCC[C@@H]32)sc(C)c1C
Screen / compound no.	35	36	37	38	39	40	41	42
TDP1 block	6%	2%	3%	13%	.	5%	6%	8%
FEN1 inhibitor	7%	-1%	-1%	-11%	5%	10%	-9%	-12%
N370S GC	-12%	7%	-15%	1%	0%	-2%	15%	1%

43	COc1ccc(-c2nnc3sc(-c4ccccn4)nn23)cc1
44	CC(C)Cc1ccc(CN2CCCC(NC(=O)c3ccoc3)C2)cc1 (stereo not given)
45	O=C1NCC(COCc2ccccc2)O1 (stereo not given)
46	CCN(CC)S(=O)(=O)c1ccc2oc(SCC(=O)NCc3ccccc3)nc2c1
47	CCOc1ccc(NC(=O)CSc2nc3ccccc3c(=O)n2CCCC(=O)N2CCCC2)cc1
48	Cc1ccc2c(C)c(C(=O)N(Cc3ccc(Cl)cc3)C3CCS(=O)(=O)C3)oc2c1 (stereo not given)
49	O=C(CCCCCNC(=O)c1ccccc1Cl)N/N=C/c1ccco1
50	Fc1ccc(-n2cc(-c3ccccc3)[n+]3c2SCC3)cc1
Screen / compound no.	43	44	45	46	47	48	49	50
TDP1 block	4%	6%	2%	8%	1%	5%	-5%	8%
FEN1 inhibitor	.	2%	-11%	-1%	4%	1%	-6%	-18%
N370S GC	-1%	-7%	2%	-16%	2%	.	1%	5%

51	c1ccc2c3nnc4n(c-3nc2c1)CCCS4
Screen / compound no.	51
TDP1 block	0%
FEN1 inhibitor	-12%
N370S GC	6%

(list continues)
55	COC(=O)COC(=O)c1ccc(-n2nnnc2SC)cc1
56	CC(=O)Nc1ccc(S(=O)(=O)NCCC(=O)OCc2nc(N)nc(Nc3ccccc3C)n2)cc1
57	CNC(=O)C(NC(=O)Nc1ccc(C)cc1)C(C)(C)C (stereo not given)
58	Cn1c(=O)oc2cc(NC(=O)CCl)ccc21
59	CCc1ccc(CN2CCc3nc(Nc4ccc5c(c4)OCCO5)ncc3C2)cc1
60	O=C(CN(c1ccccc1F)S(=O)(=O)c1ccccc1)N1CCCCCC1
Screen / compound no.	55	56	57	58	59	60
TDP1 block	-3%	2%	5%	6%	11%	-2%
FEN1 inhibitor	-14%	-5%	8%	-14%	-1%	-17%
N370S GC	-3%	-6%	-3%	-3%	.	23%

61	O=C(C1=C(O)C(=O)N(CCN2CCOCC2)C1c1cccc([N+](=O)[O-])c1)c1cccs1 (stereo not given)
62	Cc1cccc(/C(N)=N/OC(=O)Cc2cccs2)c1
63	COc1ccc(/C=N/NC(=O)C2C3CCCCC32)cc1OC (stereo not given)
64	CC(C)(C)C(=O)c1no[n+]([O-])c1/C(=N/O)C(C)(C)C
65	CC(=O)c1sc(NC(=O)C(C)Oc2ccc3c(C)cc(=O)oc3c2)nc1C (stereo not given)
66	CCn1c(CCCOc2ccc(Cl)cc2Cl)n[nH]c1=S
Screen / compound no.	61	62	63	64	65	66
TDP1 block	.	-8%	3%	9%	3%	4%
FEN1 inhibitor	-7%	-1%	2%	-17%	-14%	13%
N370S GC	-4%	7%	11%	-6%	-5%	8%

67	Cc1cccc(N2CCN(c3ccc4cc(S(=O)(=O)N5CCC(C)CC5)ccc4n3)CC2)c1C
68	CCOc1cnc(C(=O)NNC(=O)C(Br)C(C)C)o1 (stereo not given)
69	COc1ccc(CCNC(=O)COc2coc(CN3c4ccccc4CC3C)cc2=O)cc1OC (stereo not given)
70	CC(C)Oc1ccc(S(=O)(=O)N2CCOCC2)cc1NC(=O)c1ccc(N2CCCC2=O)cc1
71	CN(CCCC(=O)Nc1nccs1)S(=O)(=O)c1ccc(Cl)cc1
72	CC(C)(C)C(=O)CC1(O)C(=O)N(Cc2ccccc2)c2ccccc21 (stereo not given)
Screen / compound no.	67	68	69	70	71	72
TDP1 block	11%	5%	1%	5%	0%	-2%
FEN1 inhibitor	-2%	9%	-1%	-6%	19%	5%
N370S GC	.	0%	-2%	-10%	1%	0%

73	CC(/C=C/c1ccco1)=N\NC(=O)CNc1ccc2ccccc2c1
74	CCc1ccc(C(=O)NNC(=O)c2cc(S(=O)(=O)N(C)C)ccc2N2CCCC2)cc1
75	CCCCc1ccc(NC(=O)Cn2c(=O)c(N3CCCCC3)c(N)n(C)c2=O)cc1
76	Cc1cccc2c(C(=O)N3CCCCC3)cc(-c3ccccc3)nc12
77	CC1=CC(C)(C)N(C(=O)CSc2nnc(-c3ccc(C)cc3)o2)c2ccc(C)cc21
Screen / compound no.	73	74	75	76	77
TDP1 block	8%	2%	1%	.	1%
FEN1 inhibitor	-20%	1%	11%	-6%	-9%
N370S GC	-9%	-2%	.	0%	26%

Screens deposited in PubChem BioAssay by National Center for Advancing Translational Sciences (NCATS).
